Assay outcomes deposited in PubChem BioAssay by several laboratories.
PfHsp40 rescue = restores yeast growth despite PfHsp40 toxicity; S. cerevisiae expressing PfHsp40, growth rescue, ATP luminescence; growth rescue, % at 12.5 µM; actives 0.68% (n = 340,000); AID 504582; in the data active means growth rescue above about 28%, passing the limit was not always enough; inconclusive means no clear call, values can overlap the other calls;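 further: yeast W303a lacking pdr1 and pdr3 grown in galactose medium; growth measured after three days at 30 °C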
TcdB inh = TcdB glycohydrolase inhibition | P18177 | TcdB glycohydrolase enzymatic assay, plate reader | inhibition, % at 9.99 µM | actives 0.24% (n = 350,000); in the data active means inhibition above about 10%
FadD28 FP inh = M. tuberculosis FadD28 bisubstrate binding inhibition. actives 0.22% (n = 360,000). FadD28 bisubstrate probe binding, fluorescence polarization. AID 588549. inhibition, % at 12.5 µM; in the data active means inhibition above about 8.5%, passing the limit was not always enough; inconclusive means no clear call, values can overlap the other calls
PrPC surface inh = inhibitors of human cell surface prion protein PrPC; inhibition, % at 13.8 µM; P04156; actives 0.43% (n = 370,000); TR-FRET read-out; AID 720596; in the data active means inhibition above about 24%; further: 0% = median of the test wells and 100% = reference compound wells
Y pestis TopoI = Y. pestis Topo-I inhibition via cleavage products; Y. pestis Topo-I cleavage product accumulation, plate reader; activity, % at 10 µM; actives 0.064% (n = 360,000); AID 504884; in the data active means activity above about 50%, passing the limit was not always enough; inconclusive means no clear call, values can overlap the other calls; further: inactives centre near 2
BoNT-A LC inh2 = inhibitors of Botulinum neurotoxin A light chain protease; AID 588499; inhibition, % at 10 µM; actives 0.17% (n = 360,000); multiplex microsphere protease substrate cleavage, flow cytometry; further: plate controls were buffer without enzyme for full effect and enzyme alone for no effect
CCHF vOTU inh = CCHFV vOTU protease inhibition; Pep-AMC fluorescence; inhibition, % at 11.5 µM; actives 0.55% (n = 370,000); in the data active means inhibition above about 30%; further: 0% = vehicle wells with enzyme and 100% = no enzyme wells
BoNT-F LC inh = blocks Botulinum neurotoxin F light chain protease; inhibition, % at 10 µM; AID 588497; actives 0.22% (n = 360,000); Multiplex microsphere protease cleavage assay, flow cytometry; in the data active means inhibition above about 35%, passing the limit was not always enough; inconclusive means no clear call, values can overlap the other calls; further: plate controls were buffer without enzyme for full effect and enzyme alone for no effect
Anthrax LF prot = blocks Bacillus anthracis lethal factor protease; P15917; multiplex microsphere protease cleavage assay, LF; inhibition, % at 10 µM; actives 0.12% (n = 360,000); AID 588501; further: plate controls were buffer without enzyme for full effect and enzyme alone for no effect
* hit, by the source's call. Unless noted, no stated cut-off is given here; in the data, active means inhibition above about 30%; inconclusive means no clear call, values can overlap the other calls; inactive means below that.

The opening 3 compounds, to show the layout:
Screening CCOc1ccc(NC(=O)CCC(=O)Nc2cc(OC)c(NC(=O)c3ccco3)cc2OC)cc1 returned PfHsp40 rescue -1.3, TcdB inh 1.8, FadD28 FP inh -2.7, PrPC surface inh 4, Y pestis TopoI -2, BoNT-A LC inh2 -1.1, CCHF vOTU inh 13, BoNT-F LC inh -12 and Anthrax LF prot -2.
Cc1ccc(C)c2c1[nH]c1ccccc12 was read as PfHsp40 rescue 15, FadD28 FP inh 1.2, PrPC surface inh 5, Y pestis TopoI -9, BoNT-A LC inh2 0.2, CCHF vOTU inh 8, BoNT-F LC inh 1 and Anthrax LF prot -1.
CC(=O)OCc1cc(=O)n(C)c(=O)n1C was read as PfHsp40 rescue -0.1, FadD28 FP inh -2.7, PrPC surface inh -3, Y pestis TopoI -9, BoNT-A LC inh2 -0.5, CCHF vOTU inh -3, BoNT-F LC inh -5 and Anthrax LF prot -4.

The listing (from the top)
Screening CCOc1ccc(NC(=O)CCC(=O)Nc2cc(OC)c(NC(=O)c3ccco3)cc2OC)cc1 returned PfHsp40 rescue -1.3, TcdB inh 1.8, FadD28 FP inh -2.7, PrPC surface inh 4, Y pestis TopoI -2, BoNT-A LC inh2 -1.1, CCHF vOTU inh 13, BoNT-F LC inh -12 and Anthrax LF prot -2.
Cc1ccc(C)c2c1[nH]c1ccccc12 was read as PfHsp40 rescue 15, FadD28 FP inh 1.2, PrPC surface inh 5, Y pestis TopoI -9, BoNT-A LC inh2 0.2, CCHF vOTU inh 8, BoNT-F LC inh 1 and Anthrax LF prot -1.
CC(=O)OCc1cc(=O)n(C)c(=O)n1C was read as PfHsp40 rescue -0.1, FadD28 FP inh -2.7, PrPC surface inh -3, Y pestis TopoI -9, BoNT-A LC inh2 -0.5, CCHF vOTU inh -3, BoNT-F LC inh -5 and Anthrax LF prot -4.
`COc1cc2c(cc1OC)C(C)N(C(=O)c1cc3n(n1)C(C(F)(F)F)CC(c1ccco1)N3)CC2` (stereo not given) gave PfHsp40 rescue 0.5, FadD28 FP inh -4.3, PrPC surface inh -1, Y pestis TopoI 14, BoNT-A LC inh2 0.0, CCHF vOTU inh 2, BoNT-F LC inh -1 and Anthrax LF prot -1.
`CN(C)CC(=O)N1c2ccccc2CCc2ccc(NC(=O)c3ccc(N)cc3)cc21` gave PfHsp40 rescue 1.1, FadD28 FP inh -3.2, PrPC surface inh -8, Y pestis TopoI -15, BoNT-A LC inh2 -0.8, CCHF vOTU inh 7, BoNT-F LC inh -29 and Anthrax LF prot -9.
O=C(Cc1cccc(NC(=O)C2CCCN(C(=O)C3CCC3)C2)c1)Nc1cccc(C(=O)N2CCCCC2)c1 (stereo not given) was read as PfHsp40 rescue -0.2, TcdB inh 1.9, FadD28 FP inh -5.8, PrPC surface inh 0, Y pestis TopoI 15, BoNT-A LC inh2 -0.5, CCHF vOTU inh 4, BoNT-F LC inh -4 and Anthrax LF prot -3.
`CC1CC(=O)C2=C(C1)Nc1ncnn1C2c1ccccc1` (stereo not given) gave PfHsp40 rescue 0.3, TcdB inh -0.2, FadD28 FP inh -0.6, PrPC surface inh 2, Y pestis TopoI 4, BoNT-A LC inh2 -2.1, CCHF vOTU inh 0, BoNT-F LC inh -16 and Anthrax LF prot -15.
For CN1/C(=C\C=Nc2ccccc2)C(C)(C)c2ccccc21 the results were PfHsp40 rescue -0.9, FadD28 FP inh -2.1, PrPC surface inh 18, Y pestis TopoI -13, BoNT-A LC inh2 inconclusive, CCHF vOTU inh 7, BoNT-F LC inh inconclusive and Anthrax LF prot inconclusive.
Screening N/C(=N\OC(=O)N1c2ccccc2Sc2ccccc21)c1ccc(Br)cc1 returned PfHsp40 rescue -0.8, TcdB inh 0.2, FadD28 FP inh -2.6, PrPC surface inh -3, Y pestis TopoI -7, BoNT-A LC inh2 0.4, CCHF vOTU inh 7, BoNT-F LC inh 3 and Anthrax LF prot 0.
O=C(/C=C/c1ccc(F)cc1)NC(=S)N1C[C@H]2C[C@H](C1)c1cccc(=O)n1C2 was read as PfHsp40 rescue 2.5, TcdB inh 1.0, FadD28 FP inh -0.3, PrPC surface inh -3, Y pestis TopoI 0, BoNT-A LC inh2 -0.1, CCHF vOTU inh 4, BoNT-F LC inh -6 and Anthrax LF prot 0.
`CCOc1ccc(CNS(=O)(=O)c2ccc(-c3ccc(=O)[nH]n3)o2)cc1OC` gave PfHsp40 rescue 1.2, TcdB inh -0.1, FadD28 FP inh -0.7, PrPC surface inh -12, Y pestis TopoI 4, BoNT-A LC inh2 -0.7, CCHF vOTU inh 0, BoNT-F LC inh 3 and Anthrax LF prot -2.
`O=C(NCCOCC(F)(F)C(F)F)c1cc(F)c(F)cc1Cl` gave PfHsp40 rescue 1.3, TcdB inh 0.8, FadD28 FP inh -2.6, PrPC surface inh 0, Y pestis TopoI -9, BoNT-A LC inh2 -2.0, CCHF vOTU inh 4, BoNT-F LC inh 0 and Anthrax LF prot -3.
`CCOC(=O)c1cc2c(=O)n3cccc(C)c3nc2n(Cc2ccco2)c1=NC(=O)c1cccnc1` gave PfHsp40 rescue 0.2, FadD28 FP inh -2.7, PrPC surface inh -19, Y pestis TopoI 10, BoNT-A LC inh2 0.4, CCHF vOTU inh -64, BoNT-F LC inh -14 and Anthrax LF prot -9.
`CCOc1ccc(-n2c(=S)sc3c(=O)[nH]c(SCC(=O)NCC4CCCO4)nc32)cc1` (stereo not given) gave PfHsp40 rescue -1.6, TcdB inh -0.3, FadD28 FP inh 2.5, PrPC surface inh -2, Y pestis TopoI 12, BoNT-A LC inh2 2.1, CCHF vOTU inh 6, BoNT-F LC inh 12 and Anthrax LF prot 1.
COc1ccc(-n2c(SCC(N)=O)nc3nc4c(cc3c2=O)COC(C)(C)C4)cc1 was read as PfHsp40 rescue 0.9, FadD28 FP inh -0.9, PrPC surface inh 1, Y pestis TopoI 7, BoNT-A LC inh2 0.4, CCHF vOTU inh 3, BoNT-F LC inh -7 and Anthrax LF prot -2.
Cn1c(=O)c(=O)n(C)c2cc(S(=O)(=O)CCC(=O)Nc3ccccc3C(F)(F)F)ccc21 was read as TcdB inh -7.5, FadD28 FP inh 0.2, PrPC surface inh 0, Y pestis TopoI -7, BoNT-A LC inh2 0.5, CCHF vOTU inh -9, BoNT-F LC inh 0 and Anthrax LF prot -1.
COc1ccc(Cl)cc1S(=O)(=O)N1CCCC1 was read as PfHsp40 rescue -1.3, FadD28 FP inh -1.0, PrPC surface inh -6, Y pestis TopoI 1, BoNT-A LC inh2 -0.9, CCHF vOTU inh -2, BoNT-F LC inh -3 and Anthrax LF prot -1.
`C=CCOC(=O)c1ccccc1N` gave PfHsp40 rescue -2.2, TcdB inh 0.3, FadD28 FP inh -0.3, PrPC surface inh 1, Y pestis TopoI -3, BoNT-A LC inh2 0.3, CCHF vOTU inh -4, BoNT-F LC inh 2 and Anthrax LF prot -1.
O=C(COC(=O)COc1ccccc1)Nc1ccc(Cl)cn1 was read as PfHsp40 rescue 0.5, TcdB inh 0.6, FadD28 FP inh -2.3, PrPC surface inh 1, Y pestis TopoI 1, BoNT-A LC inh2 0.5, CCHF vOTU inh 5, BoNT-F LC inh inconclusive and Anthrax LF prot 1.
O=C(c1ccco1)N1CCC(c2nc3ccccc3[nH]2)CC1 was read as PfHsp40 rescue 0.6, TcdB inh 0.6, FadD28 FP inh -3.3, PrPC surface inh 0, Y pestis TopoI 6 and CCHF vOTU inh -8.
For O=C(NCCc1ccccc1)C1CCC(CNS(=O)(=O)c2ccccc2)CC1 (stereo not given) the results were PfHsp40 rescue 0.4, TcdB inh 0.1, FadD28 FP inh -3.2, PrPC surface inh 3, Y pestis TopoI -3, BoNT-A LC inh2 -0.5, CCHF vOTU inh 8, BoNT-F LC inh 2 and Anthrax LF prot 1.
For COc1ccc(S(=O)(=O)NCC(=O)N(CC(=O)NCC2CCCO2)c2cc(C)ccc2C)cc1 (stereo not given) the results were PfHsp40 rescue -0.4, FadD28 FP inh -0.4, PrPC surface inh 6, Y pestis TopoI -8, BoNT-A LC inh2 -0.2, CCHF vOTU inh -3, BoNT-F LC inh -3 and Anthrax LF prot 2.
`Cc1cc2c(cc1C)C(c1cccc(F)c1)CC(=O)N2` (stereo not given) gave PfHsp40 rescue -0.1, TcdB inh 1.3, FadD28 FP inh -0.2, PrPC surface inh 0, Y pestis TopoI 8, BoNT-A LC inh2 -0.4, CCHF vOTU inh -1, BoNT-F LC inh -22 and Anthrax LF prot 23.
Screening COc1ccc(C(=O)Nc2ccc(S(=O)(=O)N3CCOCC3)cc2)cc1[N+](=O)[O-] returned PfHsp40 rescue -1.0, TcdB inh 1.0, FadD28 FP inh -2.3, PrPC surface inh -13, Y pestis TopoI -2, BoNT-A LC inh2 2.5, CCHF vOTU inh -4, BoNT-F LC inh inconclusive and Anthrax LF prot 18.
CC(=O)OC1CC2C(C)(C)C(=O)C=CC2(C)C2CCC3(C)C(c4ccoc4)OC(=O)C4OC43C12C (stereo not given) was read as TcdB inh -0.3, FadD28 FP inh -3.9, PrPC surface inh 13, Y pestis TopoI 11, BoNT-A LC inh2 -0.6, CCHF vOTU inh 8, BoNT-F LC inh 0 and Anthrax LF prot 9.
For COc1cccc(-c2cc(C(F)(F)F)nc(-n3ccc([N+](=O)[O-])n3)n2)c1 the results were PfHsp40 rescue -0.4, TcdB inh 1.1, FadD28 FP inh 1.4, PrPC surface inh 2, Y pestis TopoI 5, BoNT-A LC inh2 0.2, CCHF vOTU inh 9, BoNT-F LC inh -10 and Anthrax LF prot -11.
Screening Cc1ccc(NC(=O)Cn2cnc3c(nnn3Cc3ccc(F)cc3)c2=O)cc1 returned PfHsp40 rescue 1.2, TcdB inh -3.1, FadD28 FP inh 2.7, PrPC surface inh -2, Y pestis TopoI 3, BoNT-A LC inh2 -0.7, CCHF vOTU inh 8, BoNT-F LC inh 2 and Anthrax LF prot 1.
Screening O=C(Cc1ccccc1)Nc1ccc2c(c1)C(=O)N(CC1CCCO1)C2=O (stereo not given) returned PfHsp40 rescue 0.5, TcdB inh 0.0, FadD28 FP inh -3.0, PrPC surface inh -4, Y pestis TopoI 8, BoNT-A LC inh2 0.3, CCHF vOTU inh -53, BoNT-F LC inh 0 and Anthrax LF prot 1.
Screening Cc1ccc(C(=O)OCC(=O)NCc2cccs2)cc1S(=O)(=O)N1CCOCC1 returned PfHsp40 rescue 0.3, TcdB inh 1.9, FadD28 FP inh -3.0, PrPC surface inh 5, Y pestis TopoI 8, BoNT-A LC inh2 -0.2, CCHF vOTU inh -15, BoNT-F LC inh -4 and Anthrax LF prot 2.
CN(C)c1nc(OCCNC(=O)COc2ccc(Cl)cc2Cl)nc(N2CCCCC2)n1 was read as PfHsp40 rescue 0.9, TcdB inh 0.4, FadD28 FP inh -1.9, Y pestis TopoI -3, BoNT-A LC inh2 -0.6, BoNT-F LC inh -4 and Anthrax LF prot -7.
For CCCCc1nnc(NC(=O)CCN2C(=O)C3CC=CCC3C2=O)s1 (stereo not given) the results were PfHsp40 rescue 0.2, TcdB inh -0.3, PrPC surface inh 2, Y pestis TopoI 2, BoNT-A LC inh2 0.5, CCHF vOTU inh -10, BoNT-F LC inh -5 and Anthrax LF prot 11.
`CCCn1c2c(c(O)c(C(=O)Nc3ccc(OC)cc3)c1=O)CCCC2` gave PfHsp40 rescue -0.2, FadD28 FP inh -1.1, PrPC surface inh -2, Y pestis TopoI 5, BoNT-A LC inh2 -0.2, CCHF vOTU inh 9, BoNT-F LC inh -7 and Anthrax LF prot -8.
`Cc1cc(C)n(-c2ccc(C(=O)OCC(=O)c3c(N)n(C)c(=O)n(C)c3=O)cc2)n1` gave PfHsp40 rescue -0.7, FadD28 FP inh -0.6, PrPC surface inh 3, Y pestis TopoI 5, BoNT-A LC inh2 0.0, CCHF vOTU inh -8, BoNT-F LC inh 4 and Anthrax LF prot 5.
Screening Cc1ccc(C(=O)N2CCN(c3ccc(NC(=O)c4ccc5c(c4)OCCO5)cc3)CC2)cc1 returned PfHsp40 rescue 0.6, TcdB inh 2.4, FadD28 FP inh 0.6, PrPC surface inh 7, Y pestis TopoI 11, BoNT-A LC inh2 1.5, CCHF vOTU inh 22, BoNT-F LC inh -6 and Anthrax LF prot -4.
